# Assay outcomes (PubChem BioAssay)
# SARS 3CLpro inh = SARS-CoV 3CLpro protease inhibitors, primary screen, biochemical, quenched FRET; inhibition, % at 6 µM; Replicase polyprotein 1ab (Severe acute respiratory syndrome coronavirus), P0C6X7; AID 1706, 2009; 0.14% of 290,000 active; recombinant SARS-CoV 3CLpro, quenched FRET peptide cleavage; in the data active = inhibition above about 12%
# BH1578 lux ind = inducers of Vibrio cholerae quorum light production without autoinducers, primary screen, BH1578 luxS cqsA deficient, single point; V. cholerae BH1578 lux reporter, luminescence, 6 h; activation, % at 18.7 µM; 0.16% of 350,000 active; in the data active = activation mostly above about 9.7%, no sharp cut-off; inconclusive = no clear call, values can overlap the other calls; inactive = mostly below about 3.7%; note: not every result past the cut was called active; inactives centre near 0; reference of the scale not given here
# PriA SSB inh = inhibitors of Klebsiella pneumoniae PriA binding to SSB C-terminal tail, primary screen, biochemical, AlphaScreen. 0.6% of 430,000 active. PriA–SSB C-terminal tail interaction (Klebsiella pneumoniae). AID 1272365, 2023. AlphaScreen SSBct-PriA binding, biotinylated peptide. inhibition, % at 33 µM; in the data active = inhibition mostly above about 37%, no sharp cut-off; inactive = mostly below about 20%;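 note: plate controls were negative control peptide for no effect and reference peptide for full effect; strong numbers were not always called active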
# Anthrax LF inh2 = Bacillus anthracis LF protease inhibitors, primary screen, biochemical, multiplex microsphere, MLPCN library; AID 588501, 2011; 0.12% of 360,000 active; multiplex microsphere protease cleavage assay; inhibition, % at 10 µM; Lethal factor (Bacillus anthracis), P15917; note: plate controls were buffer without enzyme for full effect and enzyme alone for no effect
# Target sequence (P15917 whole entry, looked up): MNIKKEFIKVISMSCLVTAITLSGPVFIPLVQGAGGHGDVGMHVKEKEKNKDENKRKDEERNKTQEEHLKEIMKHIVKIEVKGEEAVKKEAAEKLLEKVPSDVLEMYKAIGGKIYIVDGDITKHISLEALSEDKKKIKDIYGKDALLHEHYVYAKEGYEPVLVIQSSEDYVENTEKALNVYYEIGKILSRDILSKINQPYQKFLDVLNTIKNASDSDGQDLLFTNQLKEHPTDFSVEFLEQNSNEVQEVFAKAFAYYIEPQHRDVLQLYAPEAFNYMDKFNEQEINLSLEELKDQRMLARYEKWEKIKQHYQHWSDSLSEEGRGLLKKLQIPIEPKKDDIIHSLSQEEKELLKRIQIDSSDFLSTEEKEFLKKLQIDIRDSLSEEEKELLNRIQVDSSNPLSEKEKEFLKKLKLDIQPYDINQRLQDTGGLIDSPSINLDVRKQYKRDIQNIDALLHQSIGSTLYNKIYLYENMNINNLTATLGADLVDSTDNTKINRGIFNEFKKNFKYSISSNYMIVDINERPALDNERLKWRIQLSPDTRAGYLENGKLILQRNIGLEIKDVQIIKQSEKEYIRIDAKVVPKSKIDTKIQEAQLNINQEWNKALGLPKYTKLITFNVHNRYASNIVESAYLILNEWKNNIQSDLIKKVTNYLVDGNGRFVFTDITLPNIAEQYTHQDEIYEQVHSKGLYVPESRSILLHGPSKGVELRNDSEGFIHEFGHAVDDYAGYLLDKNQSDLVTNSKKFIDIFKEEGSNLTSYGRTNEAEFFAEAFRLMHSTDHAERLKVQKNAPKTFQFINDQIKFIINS
# PfHsp40 yeast = rescue of yeast from PfHsp40 toxicity, primary screen, S. cerevisiae, ATP luminescence; S. cerevisiae expressing PfHsp40, growth rescue; growth rescue, % at 12.5 µM; 0.68% of 340,000 active; in the data active = growth rescue above about 28%, passing the limit was not always enough; inconclusive = no clear call, values can overlap the other calls;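 note: yeast W303a lacking pdr1 and pdr3 grown in galactose medium; growth measured after three days at 30 °C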
# Y pestis TopoI = Yersinia pestis topoisomerase I inhibitors, primary screen, biochemical, cleavage product accumulation, plate reader, single point; 0.064% of 360,000 active; activity, % at 10 µM; AID 504884, 2011; Y. pestis Topo-I cleavage product accumulation; DNA topoisomerase I (Yersinia pestis CO92); in the data active = activity above about 50%, passing the limit was not always enough; inconclusive = no clear call, values can overlap the other calls; note: inactives centre near 2
# BoNT-A LC inh2 = BoNT/A light chain protease inhibitors, primary screen, biochemical, flow cytometry, MLPCN library; Botulinum neurotoxin type A light chain protease (Clostridium botulinum A str. ATCC 3502); multiplex microsphere protease substrate cleavage; inhibition, % at 10 µM; 0.17% of 360,000 active; AID 588499, 2011; note: plate controls were buffer without enzyme for full effect and enzyme alone for no effect
# PrPC TRFRET = inhibitors of human cell surface prion protein PrPC, primary screen, cell-based, TR-FRET; Major prion protein (Homo sapiens), P04156; TR-FRET read-out; inhibition, % at 13.8 µM; 0.43% of 370,000 active; in the data active = inhibition above about 24%; note: 0% = median of the test wells and 100% = reference compound wells
# TcdB inh = TcdB glycohydrolase inhibitors, primary screen, biochemical, single point, plate reader. Toxin B (Clostridioides difficile), P18177. TcdB glycohydrolase enzymatic assay. inhibition, % at 9.99 µM. 0.24% of 350,000 active; in the data active = inhibition above about 10%
# The depositor's hits bear a star; i = inactive; ? = inconclusive; nt = no result given; & = joins results of further samples. Cut-off read from the data, not from the text of the source, unless noted: active = inhibition above about 30%; inconclusive = no clear call, values can overlap the other calls; inactive = below that. These rows are one share of the data; rates above refer to the full screens.
SMILES,SARS 3CLpro inh,BH1578 lux ind,PriA SSB inh,Anthrax LF inh2,PfHsp40 yeast,Y pestis TopoI,BoNT-A LC inh2,PrPC TRFRET,TcdB inh
O=C(N/N=C/c1ccncc1)c1cc(Br)ccc1OCc1ccccc1,-0.7,-0.3,nt,-1.6,-0.1,35.9,0.0,-22.1,0.9
COc1ccc(C(c2nnnn2CCc2ccccc2)N2CCN(C3CCCC3)CC2)cc1OC (stereo not given),-0.7,7.7,-15.4,2.2,-2.1,-1.3,0.6,-8.9,nt
COC(=O)C1=C(c2ccc(F)cc2OCc2ccccc2)C[C@@H]2CC[C@H]1N2C(=O)NCc1ccc(F)cc1,nt,-0.4,-0.8,-3.1,1.2,9.7,-0.5,6.6,1.1
Cc1cccc(Nc2nc(N)c([N+](=O)[O-])c(NCc3ccccc3)n2)c1,5.8,-0.4,3.0,nt,4.3,7.4,nt,-4.2,0.6
CCOc1cc(S(=O)(=O)NCc2ccc3c(c2)OCO3)c(C)cc1C,4.8,-0.5,-12.0&-23.3,-3.4,2.9,24.4,0.8,3.1,nt
CC1(Cc2cn(CCC#N)c3ccccc23)OCCO1,4.2,0.7,-4.8,-0.6,-2.6,-5.6,0.2,0.2,nt
COc1cccc(C(=O)Nc2ccc3c(c2)C(=O)NC3=O)c1,-1.9,-0.2,-15.4,-1.7,-0.1,4.2,-0.6,12.9,2.1
Cc1cc(C)nc(NC(=O)c2cccc(Cl)c2)n1,6.3,i,-3.6,1.7,0.4,6.2,1.6,-2.1,nt
O=C(CSc1nc(-c2ccco2)cc(C(F)(F)F)n1)NC1CCCCCCC1,2.8,-0.1,-14.3,2.7,-1.0,31.7,0.5,0.9,nt
COc1cc(OC)cc(C(=O)Nc2nc(CC(=O)NCCc3ccccc3)cs2)c1,nt,i,4.1,-5.0,-0.4,-1.3,4.1,5.8,1.2
Cc1noc(C)c1COc1ccccc1C(=O)NCCc1ccc(S(N)(=O)=O)cc1,-7.2,0.1,-0.2,-0.1,-0.9,2.2,-0.2,7.2,-0.4
Cc1ccc(-c2nnc(N3CCN(C(=O)CN4C(=O)c5ccccc5C4=O)CC3)c3ccccc23)cc1,0.5,-0.3,-2.6,5.7,-0.3,6.6,-0.4,4.5,nt
CCn1c(SCC(=O)c2ccc3ccccc3c2)nnc1-c1ccco1,-2.1,-0.7,-0.4,?,-2.1,0.4,?,4.3,nt
COCCCn1c(-c2cccs2)nc2nc3ccccc3nc21,-1.1,-0.6,-8.4,-3.2,1.0,-0.4,-0.2,-24.2,0.6
Cc1ccc2c(CN3C(=O)NC4(CCCCC4)C3=O)cc(=O)oc2c1C,-3.8,-0.4,-10.8,-1.0,0.5,12.5,0.0,0.7,nt
O=C(NN=C1CCN(Cc2ccccc2)CC1)c1ccccc1,1.9,-0.5,9.0,0.8,-0.7,1.0,-0.4,-4.2,-1.2
Cc1ccc(N(CC(=O)NC2CCCCC2C)S(=O)(=O)c2c(C)noc2C)cc1 (stereo not given),1.5,i,-17.4,-3.1,-1.4,0.0,-0.9,-6.3,1.2
O=C(CSc1ccc(-c2ccncc2)nn1)N1CCCCC1,-1.4,1.6,-4.5,-0.6,0.1,1.2,0.3,-3.4,-2.1
O=C(CCS(=O)(=O)c1ccc(Cl)cc1)NCCC1=CCCCC1,1.5,i,-1.4,-3.2,-0.1,-8.5,-4.1,-1.9,2.2
O=C(Cc1ccccc1F)Nc1cc(S(=O)(=O)N2CCOCC2)ccc1N1CCOCC1,nt,i,3.8,3.4,-0.1,4.5,0.2,-2.1,0.6
CCC(C)c1ccc(N2C(=O)NC(=O)/C(=C/c3cccn3CCOc3ccc(C)cc3)C2=O)cc1 (stereo not given),0.8,nt,3.6,-2.9,-0.2,-2.5,0.1,0.5,nt
Cc1cc(C)c(NC(=O)CSc2ccc(-c3cccnc3)nn2)c(C)c1,-4.1,-3.1,-8.1,-0.9,-0.2,-11.8,-0.3,-1.6,1.4
N/C(=N\OC(=O)c1cccnc1)c1ccc(Cl)cc1Cl,0.8,-0.4,nt,-1.1,1.2,2.3,-0.2,5.7,-0.5
C=CCn1c(SCC(N)=O)nc2nc3c(cc2c1=O)COC(C)(C)C3,-7.5,-0.6,-11.7,-0.2,2.2,-3.2,-0.3,-2.5,0.8
CCc1ccc(C(=O)NNC(=O)c2n[nH]c(=O)c3ccccc23)cc1,nt,i,-1.4,-1.8,-0.2,-1.5,-0.3,10.2,-4.7
SMILES,SARS 3CLpro inh,BH1578 lux ind,PriA SSB inh,Anthrax LF inh2,PfHsp40 yeast,Y pestis TopoI,BoNT-A LC inh2,PrPC TRFRET,TcdB inh
COc1ccc(Cn2c(=O)[nH]c3cc(C(=O)NCCc4ccc(S(N)(=O)=O)cc4)ccc3c2=O)cc1,4.5,i,-3.0,2.0,0.0,13.8,-0.5,-5.3,-0.3
CCc1cccc(NS(=O)(=O)c2c(C)n[nH]c2C)c1,2.1,i,-6.2,2.5,-1.9,2.1,-0.9,8.4,nt
O=C(COc1cccc(F)c1)Nc1nc(-c2ccccn2)cs1,nt,4.0,nt,-2.8,nt,2.9,-0.4,0.0,-7.8
COc1cccc2cc(C(=O)NCc3ccccn3)c(=O)oc12,1.5,nt,-12.8,0.3,-0.4,1.3,0.2,-3.9,nt
CCn1cc(C(=O)N2CCc3ccccc32)c(=O)c2cc(S(=O)(=O)N3CCCC3)ccc21,2.7,i,-3.5,1.6,-0.2,-2.6,-0.8,-3.0,0.2
CCCC1CCc2[nH]nc(C(=O)NN)c2C1 (stereo not given),nt,1.4,-20.5,-0.9,-2.5,5.2,-0.4,-4.7,-0.7
O=S(=O)(NCc1cc(-c2ccccc2)no1)c1ccccc1Cl,0.3,0.6,-0.8,-7.7,-0.2,8.0,0.7,5.9,1.2
Brc1ccc(CN2C3=NCCCN3c3ccccc32)cc1,1.0,-0.8,-11.8,-1.6,-0.2,3.1,0.1,-7.9,0.6
Cc1nnc(SCc2cc([N+](=O)[O-])cc3c2OCOC3)n(N)c1=O,2.3,i,-2.9,-0.3,0.0,-1.0,-1.3,-14.5,1.1
CC(C)Cn1c(SCC(=O)N2CC(=O)Nc3ccccc32)nc2ccccc21,1.5,-0.1,-3.7,-1.8,-1.7,19.9,-0.3,2.0,nt
CCCCNCc1nc2ccccc2c(=O)[nH]1,-1.0,-0.5,-3.5,-5.3,-0.7,4.3,2.0,-6.2,-0.5
COC(=O)C1(CCSC)NC(c2ccc(OC)cc2OC)C2C(=O)N(c3cccc(C(C)=O)c3)C(=O)C21 (stereo not given),1.1,0.2,7.4,-4.7,2.0,15.9,-1.5,-3.1,-0.1
C/C=C/C=N/Nc1nc(C)cc(=O)[nH]1,-1.1,-0.2,nt,0.4,0.7,-5.4,-0.4,0.4,-0.7
O=C(O)/C=C\c1ccccc1Oc1ccc(F)cc1,1.0,-0.8,-8.4,-8.7,2.3,-0.2,0.8,-2.3,-1.0
CCOC(=O)c1ccc(S(=O)(=O)NNC(=O)COc2ccccc2C)cc1,-1.8,0.0,-3.0,-1.1,0.3,0.6,-3.2,5.1,1.1
CCOC(=O)C1C(=O)C=C(c2cccs2)CC1c1ccccc1 (stereo not given),5.1,-0.2,-4.0,-1.4,6.7,29.4,0.2,-9.1,0.4
O=C(O)c1cc(NS(=O)(=O)c2ccc(N3CCOCC3)c([N+](=O)[O-])c2)cc(C(=O)O)c1,0.7,-0.1,-5.0,-2.8,0.0,1.8,-0.7,-1.7,nt
COc1cccc(N(C(=O)c2snc(C(N)=O)c2N)C(C(=O)NCc2ccccc2)c2ccc(O)cc2)c1 (stereo not given),-0.2,0.9,-0.5,7.1,-0.5,7.3,1.6,-6.1,0.4
Cc1ccc(CNC(=O)c2cc(=O)c3ccc(C)cc3o2)cc1,-1.2,i,-2.0,10.1,-2.0,-7.7,1.5,-4.1,1.1
CCN(C[C@H]1N[C@@](C)(C(=O)OC)[C@H]2C(=O)N(Cc3ccccc3)C(=O)[C@@H]12)C(=O)Nc1ccc(Cl)cc1,nt,-1.0,-5.4,-1.8,1.0,-3.7,-0.2,8.8,1.1
Cc1c(CCC(=O)NCCC(=O)O)c(=O)oc2c(C)c3oc4c(c3cc12)CCCC4,-6.2,3.2,-0.8,-2.9,1.1,26.2,0.2,0.3,0.8
CCn1nc(C)cc1-c1nnc(SCC(=O)Nc2ccccc2)n1CCCOC,2.9,i,5.2,0.6,0.5,0.6,?,-2.2,-0.3
CN(Cc1ccccc1)C(=O)c1ccccc1C(=O)O,1.9,-0.3,-3.3,0.3,0.2,6.1,0.3,5.2,0.0
COCCCN1C(=O)/C(=C\c2cccs2)C(C(=O)OC)=C1C,-0.1,-0.6,-9.5,-2.8,?,6.9,-0.1,-3.6,2.8
Nc1c(-c2cccs2)cnn1-c1nc(-c2ccc(F)cc2)cs1,-5.3,3.6,1.4,-2.4,-0.7,5.8,2.3,-7.1,nt

# Profiles from above. Values in the order: SARS 3CLpro inh, BH1578 lux ind, PriA SSB inh, Anthrax LF inh2, PfHsp40 yeast, Y pestis TopoI, BoNT-A LC inh2, PrPC TRFRET, TcdB inh
# Shown for CC1(Cc2cn(CCC#N)c3ccccc23)OCCO1 = 4.2, 0.7, -4.8, -0.6, -2.6, -5.6, 0.2, 0.2, nt
# Shown for CCn1cc(C(=O)N2CCc3ccccc32)c(=O)c2cc(S(=O)(=O)N3CCCC3)ccc21 = 2.7, i, -3.5, 1.6, -0.2, -2.6, -0.8, -3.0, 0.2
# Shown for Cc1cc(C)nc(NC(=O)c2cccc(Cl)c2)n1 = 6.3, i, -3.6, 1.7, 0.4, 6.2, 1.6, -2.1, nt
# Shown for O=C(Cc1ccccc1F)Nc1cc(S(=O)(=O)N2CCOCC2)ccc1N1CCOCC1 = nt, i, 3.8, 3.4, -0.1, 4.5, 0.2, -2.1, 0.6

# Sorted by length of the SMILES (highest first): part of the list above
SMILES,SARS 3CLpro inh,BH1578 lux ind,PriA SSB inh,Anthrax LF inh2,PfHsp40 yeast,Y pestis TopoI,BoNT-A LC inh2,PrPC TRFRET,TcdB inh
CCN(C[C@H]1N[C@@](C)(C(=O)OC)[C@H]2C(=O)N(Cc3ccccc3)C(=O)[C@@H]12)C(=O)Nc1ccc(Cl)cc1,nt,-1.0,-5.4,-1.8,1.0,-3.7,-0.2,8.8,1.1
O=C(O)c1cc(NS(=O)(=O)c2ccc(N3CCOCC3)c([N+](=O)[O-])c2)cc(C(=O)O)c1,0.7,-0.1,-5.0,-2.8,0.0,1.8,-0.7,-1.7,nt
CCOC(=O)C1C(=O)C=C(c2cccs2)CC1c1ccccc1 (stereo not given),5.1,-0.2,-4.0,-1.4,6.7,29.4,0.2,-9.1,0.4
CCc1cccc(NS(=O)(=O)c2c(C)n[nH]c2C)c1,2.1,i,-6.2,2.5,-1.9,2.1,-0.9,8.4,nt
Brc1ccc(CN2C3=NCCCN3c3ccccc32)cc1,1.0,-0.8,-11.8,-1.6,-0.2,3.1,0.1,-7.9,0.6
O=C(O)/C=C\c1ccccc1Oc1ccc(F)cc1,1.0,-0.8,-8.4,-8.7,2.3,-0.2,0.8,-2.3,-1.0
